# Scp1 inh = blocks human Scp-1 phosphatase activity | Recombinant Scp1, phosphopeptide, malachite green phosphate absorbance | inhibition, % at 20 µM | 340,000 tested, 0.88% active | AID 493091;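 active means inhibition above about 50% at 20 µM, limit read from the data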;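 further: plate controls were DMSO wells with enzyme for no effect and wells lacking enzyme for full effect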
# Target sequence (Q9GZU7 76-261 limits assumed): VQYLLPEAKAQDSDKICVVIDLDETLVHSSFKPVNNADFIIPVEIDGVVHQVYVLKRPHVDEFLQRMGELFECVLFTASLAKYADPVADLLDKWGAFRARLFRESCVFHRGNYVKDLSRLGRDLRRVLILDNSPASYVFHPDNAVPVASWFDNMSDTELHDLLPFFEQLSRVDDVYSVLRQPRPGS
#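 Test system: SCP-1 phosphatase catalytic domain, residues 76-261; measured by: colorimetric phosphate reagent with accelerator and stabiliser, absorbance at 630 nm; timing: enzyme reaction 45 min at room temperature, colour 5 min, stabilisation 30 min; also added: Phosphorylated 17-residue peptide substrate; compound dosing: one concentration, 20 µM, with 1.0% DMSO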
# bovine MsrA act = activates bovine MsrA enzyme; 360,000 tested, 0.3% active; purified bovine MsrA, absorbance read-out; activation, % at 10.6 µM; AID 602163; in the data active means activation above about 7.5%;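 further: 0% = vehicle and 100% = reference activator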
# MsrA inhibitor = inhibits bovine methionine sulfoxide reductase A; inhibition, % at 15.5 µM; 360,000 tested, 0.75% active; AID 651718; purified bovine MsrA, absorbance read-out; in the data active means inhibition above about 4.5%;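 further: 0% = vehicle wells with enzyme and 100% = reference inhibitor wells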
# DNMT1 block = DNMT1 (human) enzyme inhibition | 360,000 tested, 0.83% active | DNMT1 molecular beacon, Hinp1I cleavage, fluorescence | inhibition (reported as % activation of signal), % at 10 µM | P26358; in the data active means inhibition above about 50%
# STEP block = inhibitors of human striatal-enriched phosphatase STEP. P54829. recombinant STEP, OMFP fluorogenic substrate, fluorescence. inhibition, % at 20 µM. 360,000 tested, 0.25% active. AID 588621;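 active means inhibition at 20 µM, scaled per plate between control wells, above about 37%, limit read from the data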;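 further: 0% = DMSO with enzyme and substrate and 100% = substrate only without enzyme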
# Target sequence (P54829 whole entry, looked up): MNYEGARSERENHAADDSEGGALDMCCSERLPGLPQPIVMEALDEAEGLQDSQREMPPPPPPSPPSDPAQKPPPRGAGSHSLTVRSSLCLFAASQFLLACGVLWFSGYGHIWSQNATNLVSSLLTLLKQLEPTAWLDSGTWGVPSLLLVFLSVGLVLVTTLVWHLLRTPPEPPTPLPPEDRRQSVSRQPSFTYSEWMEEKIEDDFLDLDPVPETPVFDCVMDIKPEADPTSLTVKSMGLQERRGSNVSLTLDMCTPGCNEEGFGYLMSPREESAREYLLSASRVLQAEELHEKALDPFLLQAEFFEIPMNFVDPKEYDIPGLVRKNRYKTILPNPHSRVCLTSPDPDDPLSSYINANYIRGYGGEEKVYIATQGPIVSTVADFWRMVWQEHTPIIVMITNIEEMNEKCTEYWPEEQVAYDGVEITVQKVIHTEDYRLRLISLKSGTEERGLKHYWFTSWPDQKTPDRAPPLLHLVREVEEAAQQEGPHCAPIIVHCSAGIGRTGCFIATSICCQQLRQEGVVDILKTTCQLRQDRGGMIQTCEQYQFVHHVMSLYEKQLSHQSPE
#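 Assay system: isolated STEP enzyme. Buffer or medium: pH 6.0 Bis-Tris with DTT and Tween 20. Also added: fluorogenic phosphatase substrate OMFP at 25 µM final. Dosing: 20 µM, 1% DMSO. Timing: 20 min reaction, room temperature, in the dark. Measured by: fluorescence intensity, excitation 480 nm, emission 540 nm. Evaluation: normalized % inhibition.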
# LMPTP block = LMPTP (human) inhibition; P24666; recombinant LMPTP-A, OMFP fluorogenic substrate, fluorescence intensity; inhibition, % at 20 µM; 360,000 tested, 0.22% active;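 active means compounds that cut the enzyme signal by at least half of the control window in the single-dose screen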;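 further: plate controls were DMSO wells with enzyme plus substrate for no effect and substrate without enzyme for full effect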
# Target sequence (P24666 whole entry, looked up): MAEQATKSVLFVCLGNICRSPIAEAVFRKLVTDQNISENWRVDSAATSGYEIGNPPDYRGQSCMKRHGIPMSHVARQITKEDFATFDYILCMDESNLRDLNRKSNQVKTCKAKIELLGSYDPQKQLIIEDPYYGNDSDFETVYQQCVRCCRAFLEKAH
#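 Test system: LMPTP-A, protein tyrosine phosphatase of low molecular weight; Input: 0.625 nM enzyme; Incubation: 50 min dark incubation at room temperature; Signal: endpoint fluorescence intensity from OMFP dephosphorylation; Read-out basis: % inhibition versus control wells.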
# Tb MetRS inh = Trypanosoma brucei MetRS inhibition; purified T. brucei MetRS, ATP depletion, Kinase-Glo luminescence; inhibition, % at 11.9 µM; 360,000 tested, 0.4% active;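 active means inhibition above a per-plate cutoff of the control wells' mean inhibition plus 3 SD, cut at about 5.5% in these data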;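 further: 0% = DMSO wells median and 100% = median of wells with control inhibitor compound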
#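 Material: parasite MetRS enzyme / Replication: singlicate, one well per compound / Signal: luminescence of leftover ATP / Schedule: 2 h aminoacylation at 25 °C after 15 min preincubation / Medium: HEPES-MgCl2-KCl buffer plus DTT, spermine, BSA, pyrophosphatase / Doses: 11.9 µM single point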
# CendR NRP1 mod = NRP-1/CendR interaction modulation; AID 602438; inhibition, % at 25 µM; 360,000 tested, 0.85% active; FAM-RPARPAR peptide binding to NRP-1, fluorescence polarization;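 active means inhibition or corrected inhibition above about 18%, plus a signal ratio from 0.5 to 1.5, limit read from the data, passing the limit was not always enough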; further: strong numbers were not always called active
# SUMO1-SIM PPI = alters human SUMO1 binding to SIM partners. P63165. SUMO1 binding to a labelled peptide, TR-FRET, 1 h. inhibition, % at 20 µM. 360,000 tested, 0.33% active; in the data active means inhibition above about 37%
# Target sequence (P63165 whole entry, looked up): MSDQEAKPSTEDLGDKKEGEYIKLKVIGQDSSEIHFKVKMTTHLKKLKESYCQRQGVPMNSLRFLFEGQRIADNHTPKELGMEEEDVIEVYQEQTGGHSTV
# eLon inh = inhibitors of E. coli Lon protease; purified E. coli Lon protease, fluorescence polarization; inhibition, % at 7.94 µM; 360,000 tested, 0.42% active; AID 602123; in the data active means inhibition above about 13%, passing the limit was not always enough;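 further: 0% = enzyme with probe and DMSO and 100% = no enzyme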
# Active calls of the source: *; x = not tested or not shown. Outcome played no part in choosing rows; about 4.3% have a hit in one of these screens.
# Order of results – Scp1 inh	bovine MsrA act	MsrA inhibitor	DNMT1 block	STEP block	LMPTP block	Tb MetRS inh	CendR NRP1 mod	SUMO1-SIM PPI	eLon inh
O=C(CSc1ccc(-c2cccs2)nn1)c1cccs1
    -4	-3	0.8	-2	4	0.9	-0.4	-9	-17	4
CCc1nc2ccc(C(=O)NCc3cccs3)cn2c1N(C)Cc1nccs1
    x	-5	-0.7	4	-1	-1.1	-0.4	-5	1	-11
COC(=O)C1CCN(C(=O)Cc2ccc(C)cc2)CC1
    -3	-1	0.1	-1	0	-0.9	-0.1	-1	1	-16
CC(C)N1CCc2c(sc(NC(=O)c3ccc(S(=O)(=O)N4CCc5ccccc54)cc3)c2C(N)=O)C1
    -3	-1	x	-12	8	4.4	-0.4	144	-87	-315
COc1ccc2oc(-c3ccccc3[N+](=O)[O-])cc(=O)c2c1
    -7	-7	0.6	0	-4	-0.6	0.2	14	-19	0
COc1cccc(NC(=O)CN2C(=O)NC3(CCCCCC3)C2=O)c1
    -2	-9	1.0	-2	-4	3.4	-0.4	3	1	-10
CC(NC(=O)CSC(=S)N1CCCC1)c1ccc(S(N)(=O)=O)cc1 (stereo not drawn)
    -6	-1	-0.6	3	-2	0.3	0.1	-2	4	5
Nc1nc2ccccc2n1/N=C/c1ccc([N+](=O)[O-])s1
    -2	8.0*	2.9	-18	2	7.0	0.1	15	-13	-2
O=C(O)c1ccc(N2N=C(c3ccccc3)CC2c2ccccc2)cc1 (stereo not drawn)
    -9	-4	3.8	1	3	3.4	0.6	1	-12	-5
COCCCn1c(=S)[nH]c2c(sc3ccccc32)c1=O
    -4	-4	0.3	1	0	-0.1	-0.3	-1	4	3
C=CCNC(=O)NC(=O)COC(=O)/C(C#N)=C/c1cc(C)n(CC(C)C)c1C
    -8	-3	1.1	-2	2	0.3	-0.6	4	-21	-7
COc1ccc(-c2cnc(C(N)=O)c(=O)[nH]2)cc1
    x	-10	0.8	4	3	-2.6	0.0	-4	-21	-12
Cc1ccc(C(NC(=O)CN2C(=O)NC3(CCCC3)C2=O)c2ccccc2)cc1 (stereo not drawn)
    -5	-1	0.5	0	-1	-0.4	-0.3	7	-2	-10
Cc1[nH]c2ccccc2c1C(=O)COC(=O)c1c(-c2ccccc2)noc1C
    -9	-2	-0.3	-10	-6	2.0	0.0	-1	4	3
Oc1[nH]c2ccccc2c1N=Nc1ccc(C(F)(F)F)cn1
    -7	-3	0.6	12	6	2.6	-1.2	-14	-4	-9
CN1CCN(C(c2cccs2)c2nnnn2Cc2ccc(F)cc2)CC1 (stereo not drawn)
    -3	-1	2.1	0	1	-2.4	-0.3	-5	0	-1
CCOc1cccc(CN2CCCC(N3CCc4cc(OC)c(OC)cc4C3)C2)c1O (stereo not drawn)
    -5	-2	-1.0	-1	3	-1.0	-0.9	-7	0	-6
COc1ccccc1/C=C/C(=O)OCC(=O)NC1CC1
    -13	-5	1.9	0	-3	0.4	-0.2	-13	-9	-3
Cc1cc(Cl)ccc1-c1nc(NC(C)C)nc2ccsc12
    x	-1	4.2	-1	-2	2.6	-0.2	16	-1	4
O=P(O)(CP(=O)(c1ccccc1)c1ccccc1)c1ccccc1
    -5	-4	0.9	7	-2	-0.9	-0.6	3	-2	-10

# Entries shown so far containing a nitro group on carbon:
# Order of results – Scp1 inh	bovine MsrA act	MsrA inhibitor	DNMT1 block	STEP block	LMPTP block	Tb MetRS inh	CendR NRP1 mod	SUMO1-SIM PPI	eLon inh
COc1ccc2oc(-c3ccccc3[N+](=O)[O-])cc(=O)c2c1
    -7	-7	0.6	0	-4	-0.6	0.2	14	-19	0
Nc1nc2ccccc2n1/N=C/c1ccc([N+](=O)[O-])s1
    -2	8.0*	2.9	-18	2	7.0	0.1	15	-13	-2

# Remaining list, next part:
# Order of results – Scp1 inh	bovine MsrA act	MsrA inhibitor	DNMT1 block	STEP block	LMPTP block	Tb MetRS inh	CendR NRP1 mod	SUMO1-SIM PPI	eLon inh
Cc1c(C(=O)c2ccc(Cl)cc2[N+](=O)[O-])c2ccccn2c1CCC#N
    6	-15	1.9	-2	-1	0.6	-1.4	-3	-26	12
Cc1ccc(Nc2nc(-c3ccc(O)cc3O)cs2)nc1
    -8	0	3.0	-35	1	3.1	-0.4	-11	4	-5
CN(Cc1cccs1)C(=O)c1ccc(Cl)c(S(=O)(=O)N2CCCCCC2)c1
    -16	-3	-0.4	1	-2	0.4	-0.2	3	2	14
O=C(CN1CCN(S(=O)(=O)c2ccc(F)cc2)CC1)N1CCOCC1
    -7	-3	0.1	1	-4	-0.7	-0.4	-4	12	2
CCc1nn(CC(=O)N2CCN(c3ccc(OC)cc3)CC2)c(=O)c2cc3occc3n12
    -4	-2	0.5	0	-2	0.3	-0.8	11	-3	-1
COc1ccc(F)cc1CN1CCN(c2ncnc3scc(-c4ccccc4)c23)CC1
    0	-2	0.5	-4	-1	2.1	-0.5	3	3	0
CCC(=O)Nc1cc2nn(-c3ccc(C)cc3)nc2cc1C
    -3	-2	-1.5	15	-2	0.3	-0.6	6	5	2
COc1ccc(S(=O)(=O)N(CCc2ccccc2)CC(=O)N2CCOCC2)cc1
    0	0	1.0	0	1	0.1	-0.3	2	-2	-1
CC(=O)Nc1cccc(-c2ccnc3c2CC(C)(C(=O)Nc2cccc(C(C)=O)c2)O3)c1 (stereo not drawn)
    x	-2	-0.3	-2	2	0.0	-0.1	-12	2	-3
O=C(Nc1sc2c(c1C(=O)NCCCO)CCCC2)c1ccccc1
    -10	-3	0.0	-4	-3	1.8	1.1	-12	2	-2
CC(=O)c1cccc(NC(=O)CCCN(C)S(=O)(=O)c2ccc(F)cc2)c1
    -6	-1	0.1	0	-3	-0.2	-0.3	-7	2	4
CC(C)CNC(=O)/C=C/c1cccs1
    -4	-3	0.8	7	2	-1.2	0.6	9	-11	-4
Cc1nn(CC(=O)NC2(C)CCS(=O)(=O)C2)c(C)c1S(=O)(=O)N(C)C (stereo not drawn)
    -12	-4	-0.5	3	-3	-0.3	0.2	4	3	3
CC[C@]12c3[nH]c4ccc(OC)cc4c3CCN1C(=O)C(CC(=O)NCCCn1ccnc1)C[C@@H]2C(=O)N1CCN(C(=O)C2CC2)CC1 (stereo partly drawn)
    4	-2	-0.6	4	2	-8.1	-1.1	-40	-1	0
COc1cc(/C=N/Nc2nc(C)cc(C)n2)cc(OC)c1OC
    -6	-1	3.2	2	4	-0.5	0.2	3	4	1
Cc1c(Cl)ccc2sc(NC(=O)C3CC3)nc12
    -8	-5	-0.1	1	-1	0.3	-1.1	0	8	-2
CC(NC(=O)Cc1ccccc1)c1nc2ccccc2[nH]1 (stereo not drawn)
    -8	-1	0.1	0	0	-0.1	-0.1	10	0	-4
O=C(CSc1ccccc1)NCC1(N2CCOCC2)CCCCC1
    1	-4	0.2	1	-1	-0.2	-0.3	9	5	0
CCCc1c(O)nc(SCC(=O)NCc2ccco2)[nH]c1=O
    0	0	0.0	4	-1	-1.5	0.1	-2	12	2
COc1ccc(CCNC(=O)COC(=O)c2ccc(F)c(S(=O)(=O)N3CCOCC3)c2)cc1
    40	-5	0.3	1	-2	-1.5	-0.3	10	0	-5
COCCOC(=O)C1=C(C)NC(=O)NC1c1c(Cl)nc2ccccn2c1=O (stereo not drawn)
    14	-12	3.6	0	-6	0.8	-0.8	0	-3	19
CC(C)c1ccc(/C=C/C(=O)N2CCc3ccccc3C2)cc1
    -9	-2	0.7	-7	4	3.0	0.3	-8	0	-5
CCCCOC(=O)c1cc(-c2ccc(/C=N/n3cnnc3)o2)ccc1Cl
    91*	-6	-0.3	13	19	11	-0.4	9	1	-3
COCCN1CCN(C(=O)c2cc(COc3ccc(F)c(F)c3)on2)CC1
    -1	-8	-1.4	2	-2	-0.8	-0.4	7	0	1
O=C(N/N=C/c1ccccn1)c1cccc(S(=O)(=O)Nc2ccccc2Cl)c1
    -13	-3	-0.1	-1	-1	0.2	0.0	4	22	-1
Cc1nn(-c2ccccc2)c(C)c1/C=N/NC(=O)c1cc(-c2cccc3ccccc23)n[nH]1
    -4	-2	2.2	-11	-1	2.0	-0.1	-3	4	-4
Cc1cccn2c(=O)c(/C=C3\SC(=S)N(CC(C)C)C3=O)c(NCCCOC(C)C)nc12
    -5	-5	x	8	-24	7.7	-0.9	-62	-14	-63
O=C(CSc1ncn[nH]1)N1CCCCC1
    6	-3	-0.3	3	0	-1.2	0.1	3	2	4
CC1(C(=O)NCc2ccc3c(c2)OCO3)CCN1Cc1csc2ccccc12 (stereo not drawn)
    x	3	-0.6	-4	-2	0.3	-0.2	-3	7	-2
Cc1cc(=O)oc2cc(O)cc(OCc3ccccc3)c12
    2	0	0.5	3	-2	1.9	-0.4	-9	6	14
COc1ccc(N/C(=N/c2nc(C)cc(C)n2)NC(=O)c2ccccc2)cc1
    -6	0	1.3	5	1	-0.1	-0.6	9	1	1
O=C(O)c1cc(S(=O)(=O)N2CCN(S(=O)(=O)c3ccccc3)CC2)ccc1Cl
    -10	-3	0.6	0	-3	-2.2	0.0	-4	-2	-6
CC(C)COc1cccc(-c2cc(C(=O)Nc3ccon3)c3ccccc3n2)c1
    4	-3	0.4	-2	1	3.7	0.4	-4	-3	-9
COc1ccc2nc(SCC(=O)NC(C)C)[nH]c2c1
    2	-15	0.7	5	-2	-0.6	-1.8	-3	2	-6
CCc1n(CC(O)COCC2CC=CCC2)c2ccccc2[n+]1C (stereo not drawn)
    4	-3	1.1	0	3	-0.7	0.2	-1	-1	0
N=C(N)CCCOc1ccccc1-c1ccccc1
    -4	-2	-1.6	1	0	-1.3	-0.4	2	1	3
CC(=O)C1=C(C)NC(SCC(=O)Nc2nccs2)=C(C#N)C1c1ccccc1Cl (stereo not drawn)
    2	-3	2.3	-6	-2	1.1	0.2	-14	-2	4
CCOC(=O)Cn1nnnc1C
    -4	-2	0.4	0	3	-1.5	-0.8	4	5	0
CCOc1ccc(S(=O)(=O)N(CC(=O)N/N=C/c2cccs2)c2ccc(C)cc2)cc1
    -10	-7	2.1	-5	-1	2.5	-0.8	-10	-3	2
CC(C)CCCN1C(Nc2ccccc2)=NC[C@@H]1Cc1ccccc1
    -3	2	x	2	1	-0.2	1.0	20	6	-7
CNS(=O)(=O)c1cccc(C(=O)OCC(=O)N2c3ccccc3NC(=O)C2(C)C)c1
    51*	-8	0.5	19	20	9.9	-0.5	-6	1	4

# Assay outcomes from PubChem.
